Assay outcomes as filed in PubChem.
NALP1 inh – NALP1 inflammasome inhibitors in reconstituted yeast, colorimetric, S. cerevisiae, triplicate retest | S. cerevisiae NALP1/ASC/caspase-1 growth, X-gal OD620, 72 h | inhibition, % at 10 µM | actives 0.61% (n = 280,000); in the data active means inhibition mostly above about 24%, no sharp cut-off; inactive means mostly below about 32%; further: some compounds called inactive have numbers as strong as hits
MEKK2 mut-MEK5 – MEK5 binding signal on mutant MEKK2 PB1, primary screen, biochemical, multiplex bead flow cytometry, Alexa488-MEK5; Alexa488-MEK5 binding to MEKK2 mutant; actives 0.35% (n = 290,000); percent response, % at 10 µM; in the data active means percent response above about 24%, passing the limit was not always enough; further: inactives centre near 1; some results filed as inactive read as strong as hits; reference of the scale not given here
OXTR agonist – human OXTR agonists, primary screen, fluorescence, CHO-OTR cells, Fluo-8 calcium; Fluo-8 calcium fluorescence; normalized: DMSO 0%, oxytocin 100%; activation, % at 3 µM; AID 2435, 2010; Oxytocin receptor (Homo sapiens), P30559; actives 0.32% (n = 320,000);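 active means activation above the mean of all tested compounds plus 3 SD, cutoff set per screening run, cut at about 20% in these data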;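 further: peak over basal fluorescence ratio from a 100 s FLIPR kinetic read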
PfM18AAP inh – PfM18AAP inhibitors, malaria aminopeptidase, primary screen, biochemical, QFRET, recombinant enzyme; actives 1.2% (n = 290,000); H-Glu-NHMec fluorogenic cleavage; AID 1822, 2009; M18 aspartyl aminopeptidase (Plasmodium falciparum 3D7); inhibition, % at 7.35 µM;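 active means inhibition above the campaign mean inhibition over all tested compounds plus 3 SD, cut at about 28% in these data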;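 further: 0% = plate median of test compound wells and 100% = 2 mM ZnCl2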
OXTR potentiator – human OXTR potentiators, primary screen, fluorescence, CHO-OTR cells, Fluo-8 calcium. Oxytocin receptor (Homo sapiens), P30559. Fluo-8 calcium fluorescence, potentiator mode; 0% = oxytocin EC15, 100% = EC100. activation, % at 3 µM. actives 0.061% (n = 320,000). AID 2445, 2010;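 active means activation above that plate's cutoff, the mean activation of tested compounds plus 3 SD, cut at about 6.6% in these data, passing the limit was not always enough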;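 further: 100% uses oxytocin at 75 nM as the full agonist control; some results filed as inactive read as strong as hits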
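Assay system: CHO-OTR cells, human receptor / Also added: oxytocin at about EC15, sub-maximal agonist stimulus / Dosing: single dose, 3.0 µM nominal final compound concentration / Incubation: 6 min pre-incubation, 100 s read / Technique: Fluo-8 calcium dye fluorescence / Read-out: % activation vs EC15 and EC100 oxytocin / Benchmarks: EC15 oxytocin low, 75 nM oxytocin high / Replicates: singlicate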
GPR7 antagonist – GPR7 receptor antagonists, primary screen, cell-based, fluorescence, single concentration; Neuropeptides B/W receptor type 1 (Homo sapiens), P48145; GPR7-expressing cells, fluorescence antagonist assay; inhibition, % at 4.4 µM; actives 1.1% (n = 290,000); AID 1861, 2009; in the data active means inhibition above about 16%, passing the limit was not always enough;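 further: cells stimulated with the agonist NPW; 0% = agonist with vehicle and 100% = vehicle without agonist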
Target sequence (P48145 whole entry, looked up): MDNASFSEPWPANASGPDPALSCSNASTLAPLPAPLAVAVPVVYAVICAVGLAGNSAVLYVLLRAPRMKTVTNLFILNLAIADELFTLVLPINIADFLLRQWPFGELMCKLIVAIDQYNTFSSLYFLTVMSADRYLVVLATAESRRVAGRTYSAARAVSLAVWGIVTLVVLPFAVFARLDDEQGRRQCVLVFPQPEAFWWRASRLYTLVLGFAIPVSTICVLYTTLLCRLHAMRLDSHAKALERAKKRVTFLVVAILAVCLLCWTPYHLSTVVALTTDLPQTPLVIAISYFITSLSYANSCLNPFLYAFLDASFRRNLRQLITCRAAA
V1aR counter – agonists of human V1a receptor, primary screen, counter-screen for OXTR agonist project, fluorescence, CHO-V1R cells. Vasopressin V1a receptor (Homo sapiens), P37288. Fluo-8 calcium fluorescence, agonist mode; 0% DMSO, 100% 3 nM vasopressin. activation, % at 3 µM. actives 0.25% (n = 320,000). AID 2797, 2010;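 active means activation above the mean activation of all tested compounds plus 3 SD, per screening run, cut at about 20% in these data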;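 further: signal is peak over basal fluorescence ratio across a 100 second FLIPR read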
Target sequence (P37288 whole entry, looked up): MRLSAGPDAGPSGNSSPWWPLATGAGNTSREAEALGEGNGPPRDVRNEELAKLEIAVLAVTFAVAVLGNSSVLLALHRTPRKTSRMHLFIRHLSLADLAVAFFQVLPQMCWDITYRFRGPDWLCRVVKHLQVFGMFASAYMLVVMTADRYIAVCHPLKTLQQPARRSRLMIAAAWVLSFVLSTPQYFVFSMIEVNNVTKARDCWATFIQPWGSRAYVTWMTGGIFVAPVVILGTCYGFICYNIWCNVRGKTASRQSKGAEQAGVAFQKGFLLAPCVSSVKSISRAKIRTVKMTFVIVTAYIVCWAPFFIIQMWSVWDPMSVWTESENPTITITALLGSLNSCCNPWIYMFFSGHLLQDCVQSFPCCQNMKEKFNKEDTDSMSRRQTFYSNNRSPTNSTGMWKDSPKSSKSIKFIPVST
GalR3 antagonist – GalR3 antagonists in HEK293 cells, primary screen, cell-based, fluorescence readout; Galanin receptor type 3 (Homo sapiens), O60755; HEK293 GalR3-CNG cAMP membrane potential fluorescence; galR3 body fused to GalR1 C-terminus; inhibition, % at 3 µM; actives 0.44% (n = 360,000);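 active means inhibition above the screen-wide average plus 3 SD, cut at about 13% in these data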;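 further: forskolin and galanin both at EC90 stimulate the cells; cAMP rise reported by CNG channel membrane potential dye signal; 0% = forskolin plus galanin with DMSO and 100% = forskolin alone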
Target sequence (O60755 1-299 limits assumed): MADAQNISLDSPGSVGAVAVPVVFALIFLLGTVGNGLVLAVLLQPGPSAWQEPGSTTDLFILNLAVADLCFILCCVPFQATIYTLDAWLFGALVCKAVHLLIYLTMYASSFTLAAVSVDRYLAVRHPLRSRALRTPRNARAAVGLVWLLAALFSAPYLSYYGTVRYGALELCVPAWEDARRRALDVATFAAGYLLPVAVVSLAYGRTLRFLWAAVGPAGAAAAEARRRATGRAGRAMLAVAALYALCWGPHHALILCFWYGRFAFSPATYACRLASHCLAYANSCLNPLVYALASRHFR
MEKK2 WT-MEK5 – modulators of MEK5 binding to wildtype MEKK2, primary screen, biochemical, multiplex bead flow cytometry, Alexa488-MEK5; Alexa488-MEK5 binding to MEKK2 WT; actives lie on both sides; binding response (% of control), % at 10 µM; Mitogen-activated protein kinase kinase kinase 2 (Homo sapiens), Q9Y2U5; actives 1.1% (n = 290,000); in the data active means binding response below about 67% or above about 130%
Starred values were filed as active, the others as inactive; x = not tested or not shown; [ ] = another dose, or the depositor's remark.

SMILES,NALP1 inh,MEKK2 mut-MEK5,OXTR agonist,PfM18AAP inh,OXTR potentiator,GPR7 antagonist,V1aR counter,GalR3 antagonist,MEKK2 WT-MEK5
CCCC(=O)Nc1nnc(-c2ccc3c(c2)OCCO3)o1,-15,-3,0.0,0,-3,-15,0.6,14*,101
CCOc1ccc(C2c3c(oc4ccccc4c3=O)C(=O)N2CCCN2CCOCC2)cc1OCC (stereo not drawn),-14,2,0.4,-3,2,-15,0.0,0,100
CCn1c(CC(=O)Nc2ccccc2OC)nnc1SCC(=O)Nc1ccccc1F,0,2,-0.6,0,-2,-3,-1.3,-7,105
O=C(c1ccccc1)c1nc2c(n1O)CCCCC2,3,3,-1.1,5,5,-6,-0.2,0,101
CN(C)S(=O)(=O)c1ccc(C(=O)OCCCN=C2NS(=O)(=O)c3ccccc32)cc1,15,2,0.9,2,-5,-8,1.1,0,102
O=C1/C(=C/c2cccs2)SC(=S)N1N1CCOCC1,4,4,-1.6,-2,-8,-11,0.0,-1,98
CC(=O)Nc1ccc(CN2CCCC(CO)(Cc3ccccc3C)C2)cc1 (stereo not drawn),11,0,0.3,-6,-7,-9,1.1,0,97
Cc1onc(-c2c(F)cccc2Cl)c1C(=O)Nc1cccc(S(=O)(=O)NC2=NCCC2)c1,x,x,-2.1,x,0,x,-0.4,-4,x
COc1ccc(-c2ncc(CN3CCN(CCC(C)C)C(CCO)C3)cn2)cc1 (stereo not drawn),10,10,0.6,-3,1,-6,1.1,-4,103
CCOC(=O)/C(=N\Nc1ccccc1)c1csc(Nc2ccc(C)cc2)n1,-24,12,-0.6,-3,-7,-21,0.2,-5,123
COC(=O)C1=C(C(=O)OC)[C@@H]2N(C)c3ccc(OC)cc3[C@@]23C[C@@H](C(=O)OC)N(S(=O)(=O)c2ccc(OC)cc2)C3=N1,x,4,0.2,x,-6,x,-1.4,-1,86
CCOC(=O)c1ccc(NC(=S)N2CCC(C(N)=O)(N3CCCCC3)CC2)cc1,7,-6,0.4,6,-7,-6,-0.7,-4,104
COc1ccc(NC(=S)NC2CCCCCC2)c(OC)c1,11,-1,-1.2,-8,-4,-3,-1.6,-4,106
Cc1nn(CC(=O)N2CCCC2)c(=O)c2nn(-c3ccccc3)c(C)c12,23,-1,0.4,0,-6,-2,0.3,4,101
CCc1ccc(N2CC(C(=O)N3CCN(c4ccccn4)CC3)CC2=O)cc1 (stereo not drawn),x,x,-2.7,x,-7,x,-0.8,5,x
CCCN1C(=O)/C(=C/c2c(N3CCNC(=O)C3CC(=O)OCC)nc3c(C)cccn3c2=O)SC1=S (stereo not drawn),-9,-6,11,4,-10,-6,11,x,91
Fc1ccccc1OCCCCCN1CCCC1,40,19,-0.9,-7,2,-1,-0.1,-2,121
COc1ccc(OC)c(NC(=O)CSc2ncnc3c2cnn3-c2ccccc2Cl)c1,6,-3,15,4,-21,2,9.1,x,93
O=S(=O)(Cc1ccccc1)N1CCN(c2ncccn2)CC1,10,1,0.1,-7,-8,0,1.5,-9,98
COc1ccc(OC)c(NS(=O)(=O)c2cccc3cccnc23)c1,20,4,-0.7,-15,-3,7,-0.1,-12,104
O=S(=O)(c1cccc(C(F)(F)F)c1)N1CCC(c2nc3ccccc3[nH]2)CC1,17,8,-2.3,1,-2,-2,-0.3,-8,104
COc1ccccc1OCCNC(=O)c1ccccc1C,2,7,-0.1,-10,-3,5,0.1,4,113
O=C(Nc1ccc(Br)cc1F)c1ccc2c(c1)N(Cc1ccccc1)C(=O)CS2=O (stereo not drawn),-1,4,3.0,-3,-7,-4,3.6,-3,101
CCC(c1nnc(SCC(=O)NC2CCCCC2)n1Cc1ccccc1)N(C)C (stereo not drawn),x,x,-0.5,x,-7,x,-0.4,-5,x
Cc1ccc(N2C(=O)c3ccccc3C2C(=O)c2ccc(O)cc2O)cc1 (stereo not drawn),33,1,0.3,30*,-11,-5,3.4,0,100
Cc1nn(-c2ccc(F)cc2)c(C)c1CN1CCN(Cc2ccccc2)C(CCO)C1 (stereo not drawn),-5,-4,-0.9,-4,-6,-2,-1.5,-9,101
CC(C)CCn1c(CN2CCN(c3cccc(Cl)c3)CC2)nc2c1c(=O)n(C)c(=O)n2C,-40,4,-1.3,x,1,x,-1.0,x,105
CCn1ncc(C2=NOC(C(=O)Nc3ccc4c(c3)OCO4)C2)c1C (stereo not drawn),-4,-41,4.2,-3,-8,0,5.6,-5,1.0*[inhibitor]
O=C(Nc1cc(Cl)ccc1N1CCOCC1)C1CC1,x,x,-1.4,x,-7,x,0.2,-2,x
COc1ccccc1OCCNc1nc2c(c(=O)n(C)c(=O)n2C)n1C,10,2,1.0,0,-6,-15,-0.2,-3,100
COc1ccccc1C(=O)Nc1nsc(-c2ccccc2)n1,x,-8,-1.0,3,4,-16,12,-4,96
COc1ccc(Oc2ccc(S(=O)(=O)N3CCCCC3)cc2S(=O)(=O)N2CCCCC2)cc1,x,-5,-1.6,0,-16,6,-1.1,-7,95
Cc1ccc(N2C(=O)CC(NCc3ccc4c(c3)OCO4)C2=O)cc1Cl (stereo not drawn),-8,4,-0.2,5,-15,-4,-0.6,-5,98
O=C(COC(=O)CN1C(=O)c2ccccc2C1=O)Nc1cccc(F)c1,x,x,2.8,x,-9,x,2.9,-4,x
Cc1cccc(N(CC(=O)NCCC2=CCCCC2)S(C)(=O)=O)c1C,17,6,-1.2,8,-4,-2,-0.3,-7,103
COCCSc1ccccc1C(=O)Nc1ccc2c(c1)OCO2,19,-3,-0.3,5,0,2,-0.4,0,96
O=C(Nc1cccc(C(F)(F)F)c1)c1csc(-c2ccncc2)n1,16,2,-3.1,-2,-14,2,-1.5,-1,98
Cc1ccc(N2C(=O)C3C4C=CC(CNC(=S)N5CCN(c6ccccc6)CC5)(O4)C3C2=O)cc1 (stereo not drawn),-28,-3,0.1,-5,-4,2,2.5,-5,91
Cn1nc(C(=O)N2CCN(S(=O)(=O)/C=C/c3ccccc3)CC2)c2ccccc2c1=O,12,14,-0.3,3,-7,2,0.7,-3,102
O=C(Nc1nncs1)c1cc(-c2ccco2)nc2ccccc12,x,x,-0.4,x,-1,x,0.4,-6,x
COCCCn1c(C2CCCCC2)nc2oc3cc(OC)ccc3c(=O)c2c1=O,15,-9,-0.2,-7,-1,-3,-0.8,-6,86
CC(=O)c1ccc(C(=O)N(C)C2CCCN(Cc3ccccc3F)C2)s1 (stereo not drawn),10,2,-0.3,-11,-12,4,0.3,-2,103
COc1cc(/C=C2\C(=N)N3N=C(C(C)C)SC3=NC2=O)ccc1OCCOc1ccc(NC(C)=O)cc1,5,6,-0.3,-3,-5,-9,0.1,-7,108
COC(=O)c1cccc(NC(=O)Cn2cnc3ccccc3c2=O)c1,35,6,0.8,-11,-3,-3,0.9,-6,108
O=C(NCc1ccccc1)C(c1cccnc1)N(C(=O)c1ccccn1)c1ccccc1F (stereo not drawn),21,-2,1.1,-11,-2,-9,0.2,-5,100
CC(C)(CO)Nc1ncnc2onc(-c3ccc(F)cc3)c12,1,6,1.4,1,-8,0,2.3,-10,103
Cc1cnc(C(=O)OCC(=O)NCc2ccc(Cl)cc2)cn1,x,x,-0.3,x,-7,x,-0.7,-1,x
CN(Cc1ccc(F)cc1)C(=O)c1cccc(S(=O)(=O)N2CCN(Cc3ccccc3)CC2)c1,x,x,4.7,x,-22,x,6.3,0,x
C=CCNC(=O)CC1C(=O)NCCN1Cc1c(F)cccc1Cl (stereo not drawn),-14,-1,-0.8,-5,-11,4,0.3,-1,95
Cc1ccc(C(=O)C2CCN(S(=O)(=O)c3c(C)noc3C)CC2)cc1,-6,-5,-2.1,3,-10,-10,-0.6,-2,92
CCOC(=O)C1=C(C)N=c2s/c(=C\c3ccc(C(=O)O)cc3)c(=O)n2C1c1ccc(OC)cc1OC (stereo not drawn),x,1,1.7,-10,6,-13,1.6,-10,101
Cc1cccc(NC(=O)CSc2nnc(C)c(=O)n2N)c1,-39,4,0.6,1,0,-13,0.2,-2,101
CS(=O)(=O)c1ccc(C(=O)NCCN2C(=O)S/C(=C\c3cccnc3)C2=O)cc1[N+](=O)[O-],20,6,-1.8,9,-17,-14,-0.2,-3,111
CC(C)Oc1ccc(C(=O)O)cc1,12,10,0.4,-2,-12,-16,0.4,-6,102
O=[N+]([O-])c1cc(/C=N/O)ccc1Oc1cccc(Cl)c1,20,0,-1.8,-5,-9,-6,-0.9,-3,98
CC(C)Cn1cc(C(=O)NCc2cccs2)c2c3ccccc3n(C)c2c1=O,-1,5,-0.2,5,-7,-10,-0.1,-5,103
Cn1c(CSCc2ccc(Cl)cc2)n[nH]c1=S,9,2,-1.9,7,-22,-4,-0.5,-3,101
CSc1ccccc1NC(=O)C1=COCCO1,12,2,-1.2,-1,-6,-7,-0.7,1,104
CC(NC(=O)c1cc(F)c(F)c(F)c1F)c1ccc(-n2ccnc2)cc1 (stereo not drawn),5,7,-0.1,2,-6,-18,3.0,1,109
CC(C)COc1ccc(C(=O)Nc2sc3c(c2C(=O)O)CC(C)(C)OC3)cc1,4,-8,0.6,0,-1,4,0.7,-2,91

(listing goes on)
SMILES,NALP1 inh,MEKK2 mut-MEK5,OXTR agonist,PfM18AAP inh,OXTR potentiator,GPR7 antagonist,V1aR counter,GalR3 antagonist,MEKK2 WT-MEK5
CN(C)S(=O)(=O)c1ccc(NC(=O)CCNC(=O)c2ccco2)cc1,13,3,1.2,-9,0,-16,0.6,1,102
NC(=O)CC(NC(=O)c1ccc(Br)cc1)c1ccc(N2CCCCCC2)c([N+](=O)[O-])c1 (stereo not drawn),4,5,-0.2,2,-5,-1,-0.4,2,100
COc1cccc(/C=N/N2CCOCC2)c1O,28,30,0.3,-9,-5,-10,0.7,-2,119
N#C/C(=C/c1ccc(N2CCCCC2)o1)C(=O)NCCc1c[nH]c2ccccc12,21,-2,27*,13,-12,-3,20,-1,99
COc1ccccc1NC(=O)C1CC(O)CN1C(=O)Oc1ccccc1 (stereo not drawn),-1,1,-0.1,-3,-10,8,1.7,-6,99
